NSD2 inh – NSD2 histone methyltransferase inhibitors, primary screen, biochemical, AlphaScreen, single concentration, set 2; NSD2 peptide methylation, 120 min; inhibition, % at 12.5 µM; 310,000 tested, 0.54% active; AID 743445, 2014; in the data active = inhibition above about 50%
Target sequence (O96028 whole entry, looked up): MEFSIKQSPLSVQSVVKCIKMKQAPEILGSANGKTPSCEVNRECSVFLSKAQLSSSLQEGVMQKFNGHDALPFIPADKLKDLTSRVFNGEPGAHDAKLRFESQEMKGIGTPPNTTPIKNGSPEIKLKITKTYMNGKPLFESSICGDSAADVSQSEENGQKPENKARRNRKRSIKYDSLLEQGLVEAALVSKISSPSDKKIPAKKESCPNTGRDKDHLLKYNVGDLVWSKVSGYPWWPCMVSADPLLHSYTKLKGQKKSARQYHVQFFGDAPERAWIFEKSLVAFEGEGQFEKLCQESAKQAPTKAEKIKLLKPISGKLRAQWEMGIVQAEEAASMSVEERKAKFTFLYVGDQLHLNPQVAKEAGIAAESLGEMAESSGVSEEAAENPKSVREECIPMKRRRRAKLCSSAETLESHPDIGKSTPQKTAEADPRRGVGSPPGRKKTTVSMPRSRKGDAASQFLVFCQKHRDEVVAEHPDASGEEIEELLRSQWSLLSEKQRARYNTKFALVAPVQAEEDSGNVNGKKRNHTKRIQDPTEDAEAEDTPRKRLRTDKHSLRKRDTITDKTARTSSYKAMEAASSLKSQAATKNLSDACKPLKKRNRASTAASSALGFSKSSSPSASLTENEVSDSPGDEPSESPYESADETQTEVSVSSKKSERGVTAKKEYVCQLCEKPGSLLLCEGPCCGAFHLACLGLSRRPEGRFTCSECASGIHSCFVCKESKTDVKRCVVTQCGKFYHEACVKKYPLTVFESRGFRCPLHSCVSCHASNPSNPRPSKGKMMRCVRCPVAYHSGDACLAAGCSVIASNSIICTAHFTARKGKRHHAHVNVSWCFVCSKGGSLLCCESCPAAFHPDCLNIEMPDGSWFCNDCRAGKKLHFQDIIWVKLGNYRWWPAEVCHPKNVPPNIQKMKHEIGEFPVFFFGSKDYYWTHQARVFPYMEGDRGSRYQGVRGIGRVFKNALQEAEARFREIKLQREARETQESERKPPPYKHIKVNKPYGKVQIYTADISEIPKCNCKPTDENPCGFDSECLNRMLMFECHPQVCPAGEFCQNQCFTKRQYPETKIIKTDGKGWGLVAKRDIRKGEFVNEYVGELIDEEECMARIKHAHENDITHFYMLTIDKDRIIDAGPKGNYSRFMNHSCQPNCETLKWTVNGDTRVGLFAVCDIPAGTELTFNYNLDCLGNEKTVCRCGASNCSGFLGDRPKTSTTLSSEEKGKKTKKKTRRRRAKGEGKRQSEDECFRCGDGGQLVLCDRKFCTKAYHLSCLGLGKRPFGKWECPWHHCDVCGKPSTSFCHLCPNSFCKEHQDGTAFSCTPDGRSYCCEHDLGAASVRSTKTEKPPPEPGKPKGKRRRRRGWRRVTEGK
V-ATPase pH – regulators of yeast V-ATPase proton pumping, primary screen, pHLuorin cytosolic pH fluorescence | AID 504577, 2011 | S. cerevisiae | response, % at 10 µM | 350,000 tested, 0.37% active; in the data active = response mostly above about 7.3%, no sharp cut-off; inactive = mostly below about 5.4%; note: actives read high; inactives centre near 0; some compounds called inactive have numbers as strong as hits; reference of the scale not given here
SR-BI DiI inh – inhibitors of SR-BI mediated HDL lipid uptake, primary screen, ldlA[mSR-BI] cells, fluorescence, single point. Scavenger receptor class B member 1 (Mus musculus), Q61009. ldlA[mSR-BI] CHO cells, DiI-HDL uptake fluorescence, 3 h. inhibition, % at 12.5 µM. 320,000 tested, 0.96% active;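 active = mean replicate inhibition of at least 70% and a set share of replicates each scoring 70 or more; inconclusive = meets just one of the two criteria; inactive = fails both criteria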;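 note: 0% = median of neutral control wells and 100% = median of positive control wells; values of inactives mirror those of a sister screen read the other way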
CDK5 p35 inh – inhibitors of human CDK5/p35 kinase, primary screen, biochemical, single concentration; 330,000 tested, 0.01% active; Cyclin-dependent kinase 5 (Homo sapiens) + Cyclin-dependent kinase 5 activator 1 (Homo …; Recombinant CDK5/p35, ADP-Glo luminescence, 60 min; inhibition, % at 10 µM;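 active = highest replicate inhibition of at least 50% and at least 75% of replicates reaching 50%; inconclusive = only one of the two criteria met; inactive = both criteria failed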;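 note: plate controls were DMSO neutral control for no effect and GW8510 at 10 µM for full effect; many of its hits are not listed in these tables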
HTR5A inv ctr – HTR5A inverse agonists in luminescence cell assay, primary screen, counter-screen for OPRM1-OPRD1 heterodimer inverse agonist project, full-deck HTS; 5-hydroxytryptamine receptor 5A (Homo sapiens), P47898; HTR5A cell line, inverse agonism; inhibition, % at 9.3 µM; 340,000 tested, 0.083% active; in the data active = inhibition mostly above about 23%, no sharp cut-off; inactive = mostly below about 18%;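 note: 0% = cells with DMSO and 100% = no-cell wells with DMSO; some compounds called inactive have numbers as strong as hits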
HTR5A ag – HTR5A agonists in luminescence cell assay, primary screen, counter-screen for OPRM1-OPRD1 heterodimer agonist project, full-deck HTS; 340,000 tested, 0.61% active; 5-hydroxytryptamine receptor 5A (Homo sapiens), P47898; AID 504692, 2011; cell-based; activation, % at 9.3 µM; in the data active = activation mostly above about 9.5%, no sharp cut-off; inactive = mostly below about 7.6%;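 note: 0% = cells with vehicle only and 100% = reference agonist; strong numbers were not always called active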
dFosB activator – activators of delta FosB homodimer, primary screen, biochemical, fluorescence polarization, TAMRA-CDK5 oligo, single point. Protein FosB (Mus musculus), P13346. 340,000 tested, 0.99% active. activation, % at 25 µM. AID 493131, 2011. purified delta FosB; percent of positive-control signal above neutral wells;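 active = mean activation above about 17%, with every replicate also reaching it, limit read from the data, passing the limit was not always enough; inconclusive = only one of the two conditions met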;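 note: fluorescence polarization rise as delta FosB binds a TAMRA Cdk5 AP-1 oligo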
MITF TRPM1 HTS – activators of MITF-driven TRPM1 promoter reporter, primary screen, cell-based, SK-MEL-5, luciferase, single point; 300,000 tested, 0.75% active; SK-MEL-5 TRPM1-promoter luciferase, 24 h; % of positive control, neutral wells = 0; activation, % at 12.5 µM; AID 588334, 2011;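 active = mean activation of at least 80% with every replicate also reaching 80%; inconclusive = mean reaches 80% but some replicate falls short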;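 note: 0% = neutral control wells and 100% = parthenolide positive control wells; values of inactives mirror those of a sister screen read the other way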
Wnt act – Wnt/beta-catenin pathway activators, primary screen, cell-based, plate reader, single point | Wnt/beta-catenin reporter cell assay, activator | activation, % at 9.35 µM | 300,000 tested, 1.2% active; in the data active = activation above about 30%, passing the limit was not always enough; inconclusive = no clear call, values can overlap the other calls;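 note: 0% = neutral control wells and 100% = positive control wells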
PvdQ acylase – P. aeruginosa PvdQ acylase inhibitors, primary screen, biochemical, fluorescence, plate reader and imaging, single point; PvdQ acylase [Pseudomonas aeruginosa LESB58]; purified PvdQ acylase; 340,000 tested, 0.063% active; AID 488965, 2010; inhibition, % at 10 µM; in the data active = inhibition above about 30%, passing the limit was not always enough; inconclusive = no clear call, values can overlap the other calls;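 note: 0% = vehicle neutral wells and 100% = reference inhibitor wells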
Starred values were filed as active, the others as inactive; ? = inconclusive; . = not tested or not shown.

SMILES	NSD2 inh	V-ATPase pH	SR-BI DiI inh	CDK5 p35 inh	HTR5A inv ctr	HTR5A ag	dFosB activator	MITF TRPM1 HTS	Wnt act	PvdQ acylase
CC(NC(=O)CNC(=S)N(Cc1ccccc1)Cc1cccnc1)c1ccccc1 (stereo not drawn)	2	-3	-15	0.2	1	0	-21	-1	-1	5
COC(C[C@@H]1O[C@H]1C(=O)COCc1ccccc1)OC	.	8	-12	1.8	-6	-2	1	-13	-4	-4
CCNC(=O)C1CCN(S(=O)(=O)c2ccc(F)cc2)CC1	2	1	-13	-1.9	-7	0	-4	.	-3	-7
Cn1c(CCNC(=O)c2ccccc2)nc2ccccc21	0	-4	-12	-1.7	15	-3	0	11	.	-3
O=C(CN1CCCCC1)N1CCN(c2ccccc2)CC1	-1	0	-20	-8.0	4	-1	-13	4	0	-16
COc1ccc(C(=O)NCc2cc(C)nc3ccccc23)cc1	-1	5	-5	-1.8	-15	5	-18	-21	-22	-14
COc1ccc(-c2nonc2NC(=O)c2ccco2)cc1OC	-8	0	-25	0.1	8	-4	-3	-5	0	1
CC(=O)C1=C(C)NC2=C(C(=O)CC(C)(C)C2)C1C (stereo not drawn)	2	-3	-9	0.6	-28	0	-3	2	-2	-4
COc1ccc(NC(=S)Nc2ccccc2OC)c(OC)c1	1	2	52	0.2	18	-7	1	-4	-3	-2
CCOc1ccccc1NC(=O)NNC(=O)c1ccc2ccccc2c1	0	13*	15	0.3	25	-1	1	2	-1	-14
O=C(CCNC(=O)C1CCN(S(=O)(=O)c2ccccc2)CC1)Nc1cccc(C(F)(F)F)c1	-2	-2	5	1.0	9	1	-10	-6	-1	-1
CC(C)N(Cc1nccn1C)C(=O)c1ccc2oc(Cc3ccccc3)nc2c1	-1	3	-2	-2.6	-2	1	-3	10	1	-26
CC(=O)Nc1ccc(NC=C(C#N)C#N)cc1	2	-1	-7	1.1	-17	6	1	-8	3	0
COc1ccc(Cl)cc1S(=O)(=O)n1nnc2ccccc21	1	-11	6	0.9	-16	6	-5	13	.	4
CCN(CC)CCCN(C(=O)c1ccccc1C)c1nc(-c2ccc(OC)cc2)cs1	19	-1	-169	-0.4	10	-1	7	.	-3	-7
Cc1ccc(N2C(=O)C(Cl)=C(N3CCCCCC3)C2=O)cc1	1	-2	13	-0.6	7	-2	-5	.	-1	6
CC(C)N(Cc1nc(-c2ccccc2)no1)C(=O)CN(C)S(=O)(=O)c1ccc(Br)cc1	0	3	34	-3.7	-11	2	-7	5	.	9
Cc1c(C)c(C)c(C(=O)c2ccc(NC(=O)c3ccccc3C(=O)O)cc2)c(C)c1C	5	-1	-3	0.4	-2	1	-7	-1	1	-3
Cc1cccc(-c2nn(-c3ccccc3)cc2C(=O)NCC(c2cccs2)N2CCOCC2)c1 (stereo not drawn)	-1	5	39	1.0	11	-4	-12	19	4	-15
Clc1ccc(-c2nnc3n2CCCC3)cc1	0	-2	6	0.1	-19	7	-5	-8	-4	-8
Cc1ccccc1NC(=O)Cc1nc(CSc2nnc(C3CCCCC3)n2N)cs1	0	4	-4	-1.7	0	-3	-1	-9	.	-1
COc1ccc(/C(=N\O)c2nccc3cc(OC)c(OC)cc23)cc1OC	-10	-2	-22	-0.2	2	-1	9	4	-3	-11
Cn1ncc(Br)c1NC(=O)Nc1ccc(Cl)cc1	-1	-1	11	0.4	-4	1	-1	0	.	-3
CCOC(=O)C1=C(COC(=O)Cc2ccccc2)NC(=O)NC1C (stereo not drawn)	1	-2	-2	1.8	7	1	-2	0	0	-5
Cc1ccccc1N=C1c2cc([N+](=O)[O-])ccc2-c2ncccc21	17	0	-19	0.2	-3	1	-5	-13	-1	8
SMILES	NSD2 inh	V-ATPase pH	SR-BI DiI inh	CDK5 p35 inh	HTR5A inv ctr	HTR5A ag	dFosB activator	MITF TRPM1 HTS	Wnt act	PvdQ acylase
C/C(=N\NC(=S)Nc1c(C)cccc1C)c1cc2ccccc2o1	1	-3	16	-1.8	9	-3	3	-8	-6	-4
CCc1nc(SCC(=O)NCc2ccco2)c2c3c(sc2n1)CCCC3	-3	-1	13	0.9	5	1	-3	-12	-7	-13
Cc1cc(OC(C)C(=O)N/N=C/CC(C)c2ccccc2)ccc1Cl (stereo not drawn)	-1	-2	7	-1.0	-27	3	-6	0	.	-4
O=C(NNc1c2ccccc2nc2ccccc12)c1ccc(Cl)cc1	5	1	.	3.6	3	-1	-9	4	-2	-8
O=S(=O)(NC1CCCCC1Sc1ncccn1)c1ccccc1 (stereo not drawn)	0	2	-14	0.4	-5	5	-14	21	-5	0
O=C(c1cnc(-c2ccccc2)s1)c1ccc(Cl)cc1Cl	-2	-6	18	-0.5	0	0	-4	?	-1	-5
CNC(=O)[C@@]1(Cc2ccccc2)C=C[C@@H](C)N1C(C)=O	.	2	-33	0.7	4	-1	-1	20	0	-16
Cc1cc(C)nc(N/N=C/c2ccco2)n1	1	0	8	1.3	12	-6	3	5	.	-9
CC(=O)c1cn(CC(=O)NCc2ccco2)c2ccccc12	4	-4	-5	0.6	-26	1	-8	-6	.	-8
COC(=O)C1=C(C)NC2=C(C(=O)CC(C)(C)C2)C1c1cn(Cc2ccc(Br)cc2)nc1-c1ccccc1 (stereo not drawn)	.	6	16	-0.7	-6	0	-10	-4	.	1
CC1C(=O)NN=C1c1ccc([N+](=O)[O-])cc1 (stereo not drawn)	.	1	-9	1.8	6	-1	-1	-3	-2	15
COc1ccc(C(=O)NC(=S)N2CCN(C)CC2)cc1Br	-2	4	-14	-0.5	-6	-4	-5	0	-1	-4
CCc1ccc(OCCOC(=O)Nc2ccccc2)cc1	-2	0	14	-0.4	5	-2	1	.	0	-10
Cc1cc(C)n2nc(SCC(=O)N(C)Cc3ccccc3)nc2n1	-2	0	-24	-5.3	20	-9	-3	-9	-3	-7
Cc1ccnc(Sc2ncccc2[N+](=O)[O-])n1	0	-1	57	-0.1	-5	1	-3	9	.	-5
CCN(CC)S(=O)(=O)c1ccc2c(c1)nc(-c1ccccn1)n2C	-3	4	.	-0.2	-5	2	-4	.	17	4
CCOC(=O)c1ccccc1NC(=O)c1cc2sccc2n1C	0	-4	20	0.2	-19	0	-10	12	.	-3
Cc1cc(C)n(-c2cc(Cl)cc(Cl)c2)c(=O)c1C#N	-3	-3	.	2.6	-38	1	-7	9	.	-8
CCn1c2ccccc2c2cc(NC(=O)CSc3nnc(-c4cccc(OC)c4)n3N)ccc21	1	1	48	-0.6	-9	3	-3	.	.	-9
O=C(O)c1ccc(O)cc1O	.	-1	5	0.6	-1	0	-2	-2	-5	-14
CCOc1ccc(NC(=O)CC2C(=O)N(C)C(=S)N2Cc2ccco2)cc1 (stereo not drawn)	-2	0	-25	0.0	0	4	0	10	.	7
COc1cccc(OC)c1C(=O)N1CCN(S(=O)(=O)c2ccccc2)CC1	0	-2	12	-0.6	-17	3	1	.	-2	-10
CN1CCN(C(=O)c2ccc(-n3cccn3)nc2)CC1	-2	-1	-7	-7.9	0	0	3	6	-1	3
CCOc1ccc2nnnn2n1	-4	-3	.	0.9	13	-1	-3	-3	.	-10
CC(=O)c1cc(C)ccc1OC(=O)c1cccc2nc(C)oc12	-7	1	13	0.3	14	-2	-14	3	.	-22
SMILES	NSD2 inh	V-ATPase pH	SR-BI DiI inh	CDK5 p35 inh	HTR5A inv ctr	HTR5A ag	dFosB activator	MITF TRPM1 HTS	Wnt act	PvdQ acylase
Cc1ccc(S(=O)(=O)N2CCN(C(=O)c3nn(C(C)C)c(=O)c4ccccc34)CC2)cc1C	2	-3	-10	-0.7	24	-5	-9	2	.	3
CCN(CC)Cc1c(O)c(Cl)cc2c3c(c(=O)oc12)CCCC3	6	1	-17	0.3	5	8	-3	-5	.	-5
Cn1cccc1/C=N/NC(=O)Cc1ccccc1	2	-1	-8	0.2	-10	0	0	-2	-2	-5
COc1cccc(NC(=O)N2CCCC2)c1	0	3	-11	2.4	-6	3	-3	-1	.	-15
S=c1[nH]nc(-c2ccccc2)c2ccccc12	0	-1	11	2.3	11	-4	-4	0	0	-1
CCOC(=O)C(CC)n1cnc2c(nnn2-c2ccc(OC)cc2)c1=O (stereo not drawn)	-4	0	6	-0.2	9	1	-10	5	.	-10
NC(=O)C1(N2CCCCC2)CCN(C2CC(=O)N(Cc3cccs3)C2=O)CC1 (stereo not drawn)	-5	-3	-46	-0.7	-18	5	-3	-5	.	-16
Cc1ccc(OCc2cc(C(=O)N3CCCCCCC3)no2)cc1C	-5	2	-23	-2.1	15	-6	-4	37	7	-11
CC1CC(C)CN(C(=O)C(C)N2CCN(S(=O)(=O)c3ccc(Br)s3)CC2)C1 (stereo not drawn)	27	-1	-5	0.8	3	-1	-10	-6	-3	-12
CC(C)NC(=O)Cn1c(SCC(=O)NC2CCCC2)nc2ccccc21	0	-2	-14	0.1	.	.	-9	-4	2	-11
O=C(Nc1ccc(F)c(Cl)c1)C1CCCCC1	.	0	3	0.7	-4	6	-12	6	10	-14
CC(=O)c1cccc(NC(=O)COc2cc3oc(=O)c(CC(C)O)c(C)c3cc2Cl)c1 (stereo not drawn)	-4	1	63	2.0	4	-1	-16	3	.	-2
Cc1c(C(=O)N(C)C)c2ccc(Cl)cc2n1O	0	-5	-20	-2.9	5	-2	-7	-2	3	-20
O=C(NCc1ccc(F)cc1)C1CCCN(S(=O)(=O)c2cccnc2)C1 (stereo not drawn)	-2	-9	-12	0.7	-24	4	3	-2	-5	1
COc1cc(OC)cc(C(=O)N2CCN(C3CCN(Cc4ccccc4)CC3)CC2)c1	4	0	-4	0.8	-6	-2	-9	11	.	-14
O=C(Cc1ccc(Cl)cc1)N/N=C1\CCCc2ccccc21	2	-3	-13	2.0	-3	0	3	-4	.	-11
CCOc1nc2c(c(=O)n(C)c(=O)n2C)n1Cc1ccccc1Cl	5	1	14	0.0	0	-2	-7	-16	.	-6
CCCC(=O)Nc1ccc(N2CCN(C(=O)CCC)CC2)cc1	0	1	0	2.6	-18	7	-2	0	1	-17
COc1ccc2c3c(cccc13)C(=O)CC2	13	3	-45	1.6	-1	0	-91	-3	24	11
O=C(CSc1nnc(NC(=O)c2ccco2)s1)Nc1ccc(F)cc1F	-2	2	-32	-3.4	-6	2	20*	-7	1	3
COc1ccc(NC(C)C(=O)N/N=C/c2c(O)ccc3ccccc23)cc1 (stereo not drawn)	-1	3	2	-0.5	-4	1	12	-43	0	-18
Cc1ccc2c(c1)N(C(=O)CCC(=O)NC1CCCCCC1)CC(C)O2 (stereo not drawn)	.	-3	-4	0.8	-16	2	-7	.	1	-3
CCOC(=O)c1cn2nc(Oc3ccc(C)cc3)ccc2n1	16	5	-20	-2.0	.	.	-12	.	20	1
